Screens as filed in PubChem BioAssay.
MazEF act: increases E. coli MazEF RNase cleavage of RNA | FAM/BHQ RNA-DNA oligo cleavage fluorescence, 5 h | activation, % at 20 µM | 350,000 tested, 0.32% active | AID 504720; in the data active = activation above about 50%
Target sequence (P0AE70 whole entry, looked up): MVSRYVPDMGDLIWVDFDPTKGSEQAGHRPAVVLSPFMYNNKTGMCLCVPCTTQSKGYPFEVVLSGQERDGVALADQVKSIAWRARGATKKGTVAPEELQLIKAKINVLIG
3CLpro inhibitor: SARS-CoV 3CLpro protease inhibition; P0C6X7; recombinant SARS-CoV 3CLpro, quenched FRET peptide cleavage; inhibition, % at 6 µM; 290,000 tested, 0.14% active; in the data active = inhibition above about 12%
PrPC TRFRET: inhibitors of human cell surface prion protein PrPC; inhibition, % at 13.8 µM; 370,000 tested, 0.43% active; P04156; TR-FRET read-out; in the data active = inhibition above about 24%; note: 0% = median of the test wells and 100% = reference compound wells
BoNT-A LC inh2: blocks Botulinum neurotoxin A light chain protease. multiplex microsphere protease substrate cleavage, flow cytometry. AID 588499. 360,000 tested, 0.17% active. inhibition, % at 10 µM; note: plate controls were buffer without enzyme for full effect and enzyme alone for no effect
SSB-PriA inh: K. pneumoniae PriA-SSBct interaction inhibition; AlphaScreen SSBct-PriA binding, biotinylated peptide; inhibition, % at 33 µM; 430,000 tested, 0.6% active; AID 1272365; in the data active = inhibition mostly above about 37%, no sharp cut-off; inactive = mostly below about 20%;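 note: plate controls were negative control peptide for no effect and reference peptide for full effect; strong numbers were not always called active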
Rv3671c protease: inhibitors of M. tuberculosis serine protease Rv3671c. P9WHR9. inhibition, % at 5.96 µM. 320,000 tested, 0.048% active. AID 2606; in the data active = inhibition above about 38%;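 note: extracellular domain of Rv3671c used as enzyme; 0% = enzyme with DMSO and 100% = no enzyme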
Target sequence (P9WHR9 whole entry, looked up, the tested form may be a part): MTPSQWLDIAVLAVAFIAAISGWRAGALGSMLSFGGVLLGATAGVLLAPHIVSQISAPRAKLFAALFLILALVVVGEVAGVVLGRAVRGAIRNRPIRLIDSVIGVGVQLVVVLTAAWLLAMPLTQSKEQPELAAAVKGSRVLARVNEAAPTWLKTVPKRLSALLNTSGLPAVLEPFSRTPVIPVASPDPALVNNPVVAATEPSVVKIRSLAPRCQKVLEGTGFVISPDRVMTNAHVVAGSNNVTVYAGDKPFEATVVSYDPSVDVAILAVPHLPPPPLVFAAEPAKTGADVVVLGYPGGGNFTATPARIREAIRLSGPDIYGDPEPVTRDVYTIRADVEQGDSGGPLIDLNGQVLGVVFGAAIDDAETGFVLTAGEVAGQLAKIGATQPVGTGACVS
CCHF vOTU inh: blocks the CCHF virus ovarian tumor domain protease; inhibition, % at 11.5 µM; 370,000 tested, 0.55% active; CCHFV vOTU protease, Pep-AMC fluorescence; AID 651958; in the data active = inhibition above about 30%; note: 0% = vehicle wells with enzyme and 100% = no enzyme wells
Anthrax LF prot: anthrax lethal factor protease inhibition. multiplex microsphere protease cleavage assay, LF. inhibition, % at 10 µM. AID 588501. P15917. 360,000 tested, 0.12% active; note: plate controls were buffer without enzyme for full effect and enzyme alone for no effect
DUSP3 inh: inhibitors of human VHR1 phosphatase (DUSP3) | 290,000 tested, 0.52% active | AID 1654 | P51452 | inhibition, % at 13.3 µM | recombinant VHR phosphatase, pNPP absorbance; in the data active = inhibition above about 50%; note: some compounds called inactive have numbers as strong as hits
Target sequence (P51452 whole entry, looked up): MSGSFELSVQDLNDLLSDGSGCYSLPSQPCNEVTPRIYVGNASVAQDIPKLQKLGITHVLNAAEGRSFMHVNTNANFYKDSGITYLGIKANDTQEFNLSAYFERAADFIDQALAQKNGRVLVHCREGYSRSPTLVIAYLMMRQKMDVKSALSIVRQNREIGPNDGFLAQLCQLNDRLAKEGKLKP
BoNT-F LC inh: blocks Botulinum neurotoxin F light chain protease; Multiplex microsphere protease cleavage assay, flow cytometry; inhibition, % at 10 µM; 360,000 tested, 0.22% active; in the data active = inhibition above about 35%, passing the limit was not always enough; inconclusive = no clear call, values can overlap the other calls; note: plate controls were buffer without enzyme for full effect and enzyme alone for no effect
An asterisk follows results filed as active; i = inactive; ? = inconclusive; / = not tested or not shown; & = joins results of further samples. Cut-off read from the data, not from the text of the source, unless noted: active = inhibition above about 30%; inconclusive = no clear call, values can overlap the other calls; inactive = below that. This is a subset; count on the stated rates, not on these rows.

Results follow in this order: SSB-PriA inh	Rv3671c protease	PrPC TRFRET	BoNT-A LC inh2	MazEF act	CCHF vOTU inh	Anthrax LF prot	BoNT-F LC inh	DUSP3 inh	3CLpro inhibitor
CCCc1nc2c(s1)CCc1onc(-c3ccc(Cl)cc3)c1-2
 : -3	-1	1	-0.2	-3	5	-6	-4	/	/
COc1ccc(C2(c3ccc(O)cc3O)CC(c3ccccc3Cl)NC(=S)N2)cc1 (centres undefined)
 : 10	-3	-5	-0.6	13	6	0	1	25	2
CN(C)S(=O)(=O)c1ccc(-c2csc(N/N=C/c3ccco3)n2)cc1
 : i	2	3	-1.3	-29	-13	5	-5	19	-4
CCCCN(C(=O)COC(=O)c1nc2nc(C)cc(C)n2n1)C1CCS(=O)(=O)C1 (centres undefined)
 : -4	-3	7	1.1	0	-5	-6	-1	/	/
CCn1c(SCC(=O)c2cc(OC)ccc2OC)nnc1C1CC1
 : 11	-5	4	-0.1	-3	3	0	8	17	-6
Cc1cc(C)n(CCc2nc(-c3cc4ccccc4o3)cs2)n1
 : -20	-16	-6	1.4	1	10	3	-2	22	-2
CCOC(=O)C1CCCCN1Cc1cn(C)nc1-c1ccccc1F (centres undefined)
 : 1	-2	-7	0.4	-1	1	3	-4	25	-3
CCCn1c(=O)c(C(=O)NCC2CCCO2)c(O)c2ccccc21 (centres undefined)
 : -25	1	10	0.1	0	26	-5	-4	-18	3
CCNC(=O)C1CCCN(C(=O)c2ccc(OC)cc2OC)CC1 (centres undefined)
 : /	/	-9	-0.5	/	1	-6	-6	/	/
Cc1csc2c(N3CCN(C(=O)Nc4ccc(Cl)c(Cl)c4)CC3)ncnc12
 : -10	-11	1	/	-31	9	/	/	8	0
CC(=O)c1ccc(N2CCN(C(=O)c3c(-c4ccccc4Cl)noc3C)CC2)cc1
 : 4	3	2	-1.2	12	-6	-3	3	6	-3
CC(C)CCNC(=O)C1CCN(Cc2cccc(OCc3ccccc3)c2)CC1
 : -36	0	-8	1.2	-11	0	-10	-26	17	0
O=C(Nc1cc2c(cc1Cl)OCCCO2)c1ccc(F)cc1
 : 1	-10	2	-1.3	11	0	-6	-2	2	0
CC(C)(C)CC(=O)O/N=C(\N)c1ccccn1
 : i	-7	12	-0.1	7	5	0	1	18	-5
CC1CC(C)(C)CC(=O)C1C(=O)c1ccccc1 (centres undefined)
 : -9	1	4	-0.2	1	7	0	-3	/	/
Cc1ccc(-n2c(SCC(N)=O)nnc2-c2ccccn2)cc1
 : -7	-9	-1	1.3	4	16	-4	7	7	-2
C/C(Cn1cnc([N+](=O)[O-])n1)=N\NC(=O)c1ccccc1F
 : /	0	1	-0.6	0	-5	1	7	/	2
COc1cc(OC)cc(-c2c(C#Cc3ccsc3)c3cc(-c4ccc(OC)c(OC)c4)ccc3n2C)c1
 : -3	-3	1	-0.8	-12	0	-6	-14	/	/
Cc1cc(NC(=O)Cn2nnc3sc4c(c3c2=O)CCC(C(C)(C)C)C4)no1 (centres undefined)
 : 8	-8	-4	?	-5	18	0	-4	22	3
CCCCCCC(C)n1cc(C(C)=O)c(=O)[nH]c1=O (centres undefined)
 : -11	-1	4	1.3	2	-12	8	20	2	3
CCc1ccccc1NC(=O)N1CCCC(CCC(=O)N(C)CCc2ccccn2)C1 (centres undefined)
 : 8	0	-3	0.3	4	-4	0	2	-6	0
O=C1CCc2cc(S(=O)(=O)N3CCC(C(=O)NC4CCCc5ccccc54)CC3)ccc2N1 (centres undefined)
 : -6	-1	-7	-0.3	-1	1	-3	-6	40	-4
CN(C)c1nc(C(=O)Nc2ccccc2)nc(N(C)C)n1
 : -14	-8	-9	-0.7	4	9	0	-1	14	-5
O=C(Nc1ccncc1)c1ccc(NS(=O)(=O)c2cccc(F)c2)cc1
 : -8&-9	-12	0	1.8	8	-3	-3	6	-3	6
CCOC(=O)c1cc2nc(OCC)nc(OCC)c2[nH]1
 : -17	/	4	-0.4	-3	-9	-6	-2	/	/
O=C(O)CCNC(=O)CCCn1nnc2ccccc2c1=O
 : -1	2	0	-19	4	-3	-11	-95	28	5
O=C(NC1(C(F)(F)F)NC(=O)N(Cc2cccnc2)C1=O)c1ccccc1 (centres undefined)
 : 0	2	5	-4.2	1	-4	-2	-6	26	-4
CCOc1cc(/C=N/n2c(COc3ccccc3)n[nH]c2=S)ccc1O
 : /	8	-6	-0.3	2	0	-10	2	-8	4
CCCCCCN1N=C(C)C(C(=O)c2ccc(Cl)cc2)C1=O (centres undefined)
 : 12	-3	5	2.8	3	7	4	5	21	-2
O=P1(c2ccccc2)C=Cn2c1cc1c2CCCC1 (centres undefined)
 : -5	-6	1	3.6	-1	6	0	24	/	2

A section from further up:
Results follow in this order: SSB-PriA inh	Rv3671c protease	PrPC TRFRET	BoNT-A LC inh2	MazEF act	CCHF vOTU inh	Anthrax LF prot	BoNT-F LC inh	DUSP3 inh	3CLpro inhibitor
Cc1ccc(-n2c(SCC(N)=O)nnc2-c2ccccn2)cc1
 : -7	-9	-1	1.3	4	16	-4	7	7	-2
C/C(Cn1cnc([N+](=O)[O-])n1)=N\NC(=O)c1ccccc1F
 : /	0	1	-0.6	0	-5	1	7	/	2
COc1cc(OC)cc(-c2c(C#Cc3ccsc3)c3cc(-c4ccc(OC)c(OC)c4)ccc3n2C)c1
 : -3	-3	1	-0.8	-12	0	-6	-14	/	/
Cc1cc(NC(=O)Cn2nnc3sc4c(c3c2=O)CCC(C(C)(C)C)C4)no1 (centres undefined)
 : 8	-8	-4	?	-5	18	0	-4	22	3
CCCCCCC(C)n1cc(C(C)=O)c(=O)[nH]c1=O (centres undefined)
 : -11	-1	4	1.3	2	-12	8	20	2	3
CCc1ccccc1NC(=O)N1CCCC(CCC(=O)N(C)CCc2ccccn2)C1 (centres undefined)
 : 8	0	-3	0.3	4	-4	0	2	-6	0
O=C1CCc2cc(S(=O)(=O)N3CCC(C(=O)NC4CCCc5ccccc54)CC3)ccc2N1 (centres undefined)
 : -6	-1	-7	-0.3	-1	1	-3	-6	40	-4
CN(C)c1nc(C(=O)Nc2ccccc2)nc(N(C)C)n1
 : -14	-8	-9	-0.7	4	9	0	-1	14	-5
O=C(Nc1ccncc1)c1ccc(NS(=O)(=O)c2cccc(F)c2)cc1
 : -8&-9	-12	0	1.8	8	-3	-3	6	-3	6
CCOC(=O)c1cc2nc(OCC)nc(OCC)c2[nH]1
 : -17	/	4	-0.4	-3	-9	-6	-2	/	/
O=C(O)CCNC(=O)CCCn1nnc2ccccc2c1=O
 : -1	2	0	-19	4	-3	-11	-95	28	5
O=C(NC1(C(F)(F)F)NC(=O)N(Cc2cccnc2)C1=O)c1ccccc1 (centres undefined)
 : 0	2	5	-4.2	1	-4	-2	-6	26	-4

(listing goes on)
Results follow in this order: SSB-PriA inh	Rv3671c protease	PrPC TRFRET	BoNT-A LC inh2	MazEF act	CCHF vOTU inh	Anthrax LF prot	BoNT-F LC inh	DUSP3 inh	3CLpro inhibitor
O=C1N/C(=N/O)S/C1=C/c1cccc([N+](=O)[O-])c1
 : /	3	-21	-0.1	-4	7	-4	-2	15	-5
COc1cc(C2CC(=O)Oc3c2c(=O)n(C)c2ccccc32)ccc1O (centres undefined)
 : -15	1	7	-0.2	3	-9	-5	1	21	3
O=C(N/N=C(\c1ccccc1)c1ccccn1)c1ccccc1Cl
 : /	0	10	1.9	5	-6	4	2	2	-4
O=C(Cc1ccccc1)N/N=C/c1ccc(Cl)cc1Cl
 : /	-4	2	?	-6	-10	0	-5	17	1
Cc1c(NC(=O)C(C)Sc2ncnc3ccccc23)c(=O)n(-c2ccccc2)n1C (centres undefined)
 : 1	5	-1	-1.6	5	6	-5	-11	-1	3
COc1ccc(Nc2cccc(Cl)c2)c(C(=O)O)c1
 : 1	-3	4	0.4	-5	11	2	3	4	-3
CC(=O)Nc1cccc(NC(=O)CSc2nnc(NC(=O)C3CC3)s2)c1
 : -20	3	0	0.1	2	-5	1	7	14	0
O=C(NCCCn1ccnc1)/C(=C\c1ccc(Br)cc1)NC(=O)c1ccccc1F
 : 5	-8	-7	1.0	0	-11	1	-1	26	4
O=C(Nn1c(C2CCC2)nc2ccccc2c1=O)C1CCC1
 : -17	-6	-4	11	-4	-3	-5	14	11	2
O=C(c1noc2c1CCCC2)N1CCN(c2ccc(F)cc2)CC1
 : 3	4	/	-1.3	7	/	-4	-9	2	-2
Fc1ccc(-n2c(-c3cc(C4CC4)[nH]n3)n[nH]c2=S)cc1Cl
 : -4	2	7	-0.6	-5	4	-16	?	18	2
COc1ccc(C(=O)N2CCCCC2c2cc(C(=O)Nc3ccccc3)no2)cc1 (centres undefined)
 : /	/	7	-0.5	/	15	0	2	/	/
CCN1CCN(C(=O)C2CCC(=O)N(CCCN3CCCC3=O)C2)CC1 (centres undefined)
 : -10	-1	11	1.1	6	12	0	-1	2	-2
Cc1cc(C)nc(NS(=O)(=O)c2ccc(NC(=O)C3(c4ccccc4)CCCC3)cc2)n1
 : 9	-3	1	0.0	-3	4	-1	-4	30	2
Cc1c(N=C(N)/N=C(\N)Nc2ccc(Br)cc2)c(=O)n(-c2ccccc2)n1C
 : /	4	-8	0.5	14	-2	0	-4	-2	1
O=C1CCN(C(=O)c2ccc(Cl)cc2)N1
 : -24	8	-5	-0.7	1	-4	-1	1	-4	1
COc1ccc(S(=O)(=O)N2CC(=O)Nc3ccccc32)cc1Cl
 : -16	-5	-4	4.3	1	2	4	?	8	-2
Cc1[nH]nc(Sc2ccccn2)c1[N+](=O)[O-]
 : -5	2	-8	-0.5	-1	-15	-1	-6	42	4
C=CCNC(=O)c1ccc(OC)cc1OC
 : -7	0	1	0.0	8	18	-5	8	-13	2
C[C@H](C[C@H](O)[C@H]1OC1(C)C)C1=C2C[C@H](O)C3[C@@]4(C)CCC(=O)C(C)(C)C4CC[C@]3(C)[C@@]2(C)CC1 (some centres undefined)
 : 17	-4	-1	-0.2	-1	17	3	-5	/	/
Cc1cc(NC(=O)CSc2nc3cc(Cl)ccc3s2)no1
 : -5	1	1	-0.6	-1	0	-1	-4	19	-1
Cc1cc(=O)oc2cc(OCC(=O)N3CCN(c4ccc(F)cc4)CC3)ccc12
 : 1	-9	4	-0.1	1	-4	0	3	12	2
Cc1cc(C)c(S(=O)(=O)n2cc(C(C)C(N)C(=O)O)c3ccccc32)c(C)c1 (centres undefined)
 : 11	1	0	-0.8	3	-3	-5	-9	/	/
COc1ccccc1N1CCN(CCN2C(=O)CC(=C3c4ccccc4-c4ccccc43)C2=O)CC1
 : 14	10	/	/	-4	/	/	/	/	0
C/C(=N\OC(=O)c1ccc(C)cc1)c1c(C)nc2cc(C)ccn12
 : /	-2	-6	0.4	-1	-3	-6	-12	28	2
C/C(=N\Nc1cc(C)nc(NCc2ccccc2)n1)c1cccc([N+](=O)[O-])c1
 : /	0	9	-1.4	-6	0	-1	-15	29	-2
CN(C)C(CNC(=O)c1cc(S(=O)(=O)N(C)c2ccccc2)ccc1Cl)c1ccccc1 (centres undefined)
 : 0	-9	3	-0.9	8	5	-4	-6	13	6
O=C(O)c1ccc(-c2sc(Nc3ccccc3)n[n+]2-c2ccccc2)cc1
 : -10	3	1	-0.2	8	9	3	0	28	4
CN(C)S(=O)(=O)c1cccc(NC(=O)c2ccc3c(c2)S(=O)(=O)N=C2CCCCCN23)c1
 : /	-1	-2	-0.9	/	-7	-1	5	/	/
